# Screening results: PubChem BioAssay, several laboratories
# CCHFV vOTU inh: blocks the CCHF virus ovarian tumor domain protease; inhibition, % at 11.5 µM; 370,000 tested, 0.55% active; CCHFV vOTU protease, Pep-AMC fluorescence; in the data active = inhibition above about 30%; note: 0% = vehicle wells with enzyme and 100% = no enzyme wells
# SSB-PriA inh: K. pneumoniae PriA-SSBct interaction inhibition; AlphaScreen SSBct-PriA binding, biotinylated peptide; inhibition, % at 33 µM; 430,000 tested, 0.6% active; in the data active = inhibition mostly above about 37%, no sharp cut-off; inactive = mostly below about 20%;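 note: plate controls were negative control peptide for no effect and reference peptide for full effect; strong numbers were not always called active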
# BoNT-A LC inh2: BoNT A light chain protease inhibition | multiplex microsphere protease substrate cleavage, flow cytometry | inhibition, % at 10 µM | 360,000 tested, 0.17% active | AID 588499; note: plate controls were buffer without enzyme for full effect and enzyme alone for no effect
# Anthrax LF prot: inhibitors of Bacillus anthracis lethal factor protease. P15917. multiplex microsphere protease cleavage assay, LF. inhibition, % at 10 µM. 360,000 tested, 0.12% active; note: plate controls were buffer without enzyme for full effect and enzyme alone for no effect
# Target sequence (P15917 whole entry, looked up): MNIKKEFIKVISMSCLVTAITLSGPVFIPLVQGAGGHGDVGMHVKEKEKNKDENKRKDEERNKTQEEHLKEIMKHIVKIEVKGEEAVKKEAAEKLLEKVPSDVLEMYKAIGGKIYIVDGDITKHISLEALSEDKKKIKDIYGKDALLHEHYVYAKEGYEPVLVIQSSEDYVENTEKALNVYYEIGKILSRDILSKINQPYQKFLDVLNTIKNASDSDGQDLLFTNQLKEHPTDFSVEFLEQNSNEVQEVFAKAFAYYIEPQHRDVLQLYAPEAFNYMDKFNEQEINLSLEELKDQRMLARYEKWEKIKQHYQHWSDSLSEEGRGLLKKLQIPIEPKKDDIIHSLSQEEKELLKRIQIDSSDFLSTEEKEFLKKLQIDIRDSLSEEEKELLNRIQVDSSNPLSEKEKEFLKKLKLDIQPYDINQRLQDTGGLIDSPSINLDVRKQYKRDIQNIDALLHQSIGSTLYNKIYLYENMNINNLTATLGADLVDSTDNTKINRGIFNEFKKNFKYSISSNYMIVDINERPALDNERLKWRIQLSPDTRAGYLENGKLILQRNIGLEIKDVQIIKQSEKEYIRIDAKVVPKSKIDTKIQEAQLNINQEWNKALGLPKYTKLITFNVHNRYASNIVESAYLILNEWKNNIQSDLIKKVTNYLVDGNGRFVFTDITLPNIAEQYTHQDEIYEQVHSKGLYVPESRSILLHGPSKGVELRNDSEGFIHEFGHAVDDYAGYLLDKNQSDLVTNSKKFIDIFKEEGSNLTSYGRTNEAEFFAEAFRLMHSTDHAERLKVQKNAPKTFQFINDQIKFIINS
# Yp Topo-I inh: inhibitors of Yersinia pestis topoisomerase I; Y. pestis Topo-I cleavage product accumulation, plate reader; activity, % at 10 µM; 360,000 tested, 0.064% active; AID 504884; in the data active = activity above about 50%, passing the limit was not always enough; inconclusive = no clear call, values can overlap the other calls; note: inactives centre near 2
# TcdB inh: inhibitors of Clostridioides difficile toxin B glycohydrolase | P18177 | inhibition, % at 9.99 µM | TcdB glycohydrolase enzymatic assay, plate reader | 350,000 tested, 0.24% active; in the data active = inhibition above about 10%
# PfHsp40 rescue: rescue of PfHsp40-mediated yeast toxicity; growth rescue, % at 12.5 µM; AID 504582; 340,000 tested, 0.68% active; S. cerevisiae expressing PfHsp40, growth rescue, ATP luminescence; in the data active = growth rescue above about 28%, passing the limit was not always enough; inconclusive = no clear call, values can overlap the other calls;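 note: yeast W303a lacking pdr1 and pdr3 grown in galactose medium; growth measured after three days at 30 °C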
# BH1578 lux ind: inducers of Vibrio cholerae quorum light production without autoinducers; 350,000 tested, 0.16% active; V. cholerae BH1578 lux reporter, luminescence, 6 h; AID 588436; activation, % at 18.7 µM; in the data active = activation mostly above about 9.7%, no sharp cut-off; inconclusive = no clear call, values can overlap the other calls; inactive = mostly below about 3.7%; note: not every result past the cut was called active; inactives centre near 0; reference of the scale not given here
# DUSP3 inh: DUSP3 (human) phosphatase inhibition; P51452; recombinant VHR phosphatase, pNPP absorbance; inhibition, % at 13.3 µM; 290,000 tested, 0.52% active; in the data active = inhibition above about 50%; note: some compounds called inactive have numbers as strong as hits
# Target sequence (P51452 whole entry, looked up): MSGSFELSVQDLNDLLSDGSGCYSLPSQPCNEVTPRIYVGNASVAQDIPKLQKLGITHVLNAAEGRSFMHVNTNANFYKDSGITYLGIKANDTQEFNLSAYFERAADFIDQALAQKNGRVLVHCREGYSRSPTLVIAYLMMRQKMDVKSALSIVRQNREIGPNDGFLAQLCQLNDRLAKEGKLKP
# SARS 3CLpro inh: SARS-CoV 3CLpro protease inhibition; recombinant SARS-CoV 3CLpro, quenched FRET peptide cleavage; 290,000 tested, 0.14% active; AID 1706; P0C6X7; inhibition, % at 6 µM; in the data active = inhibition above about 12%
# Starred values were filed as active, the others as inactive; i = inactive; ? = inconclusive; . = no result given; & = joins results of further samples. Cut-off read from the data, not from the text of the source, unless noted: active = inhibition above about 30%; inconclusive = no clear call, values can overlap the other calls; inactive = below that. These rows are one share of the data, so the mix of outcomes need not match the whole.
SMILES,CCHFV vOTU inh,SSB-PriA inh,BoNT-A LC inh2,Anthrax LF prot,Yp Topo-I inh,TcdB inh,PfHsp40 rescue,BH1578 lux ind,DUSP3 inh,SARS 3CLpro inh
CCOc1ccc(/C=N/NC(=O)C2(O)c3ccccc3-c3ccccc32)cc1,28,.,-0.4,-4,4,-9.8,0.6,i,28,-2
O=S(=O)(c1ccc(SCc2ccc(Cl)cc2)nc1)N1CCCC1,20,-48,-0.5,7,53*,-6.6,0.9,i,.,.
O=C(COC(=O)C1CCC1)NCc1ccccc1,-10,-4,0.2,0,5,1.5,0.4,i,.,.
Cc1cc(-c2nnc3n2N=C(c2ccc(-c4ccccc4)cc2)CS3)n[nH]1,19,31,0.4,-1,?,.,0.1,-0.6,8,5
CCCN(CCC)C(=O)c1ccc2nc(-c3ccc(OC)c(OC)c3)c(-c3ccc(OC)c(OC)c3)nc2c1,11,1,24,3,30,-0.8,1.1,i,13,3
Cc1ccc(CNC(=O)c2ccc3c(=O)c(O)c(-c4ccc(C)cc4)[nH]c3c2)cc1,3,18,1.1,-4,18,0.7,164*,i,34,.
Cc1ccc(C(=O)O/N=C(\N)c2cccc([N+](=O)[O-])c2)cc1,-18,.,-0.9,-1,0,1.9,-2.1,i,-1,2
COC(=O)c1c(CSc2cccc(C)c2)noc1C(=O)NCc1ccco1,-5,-18,-0.3,4,-2,0.3,1.4,-0.9,20,-6
Cc1ccc(NC(=O)COC(=O)Cc2ccccc2)cc1S(=O)(=O)N1CCOCC1,7,-1,1.7,?,20,1.6,0.6,i,.,.
CC(C)c1nnc(NC(=O)C2c3ccccc3Oc3ccccc32)s1,-4,-10,-0.6,-5,4,.,0.5,i,12,3
CCN1CCN(CCCOc2ccc(Cl)cc2Br)CC1,-8,1,0.5,0,-1,1.6,0.7,i,36,3
O=C(OCC(=O)N1CCCCC1)c1cc(NS(=O)(=O)c2ccc(Cl)c([N+](=O)[O-])c2)ccc1O,-5,-3,-0.7,0,-10,-0.4,-0.2,-0.4,-22,2
COC(=O)Nc1ccc(S(=O)(=O)N2c3ccccc3CCC2C)cc1 (stereo not drawn),17,-5,-0.3,-6,-4,.,0.6,-2.8,17,4
CCCCc1nnc(NC(=O)CSCc2cc(=O)n3cc(C)sc3n2)s1,1,-5,2.5,-1,9,0.7,-0.5,-0.5,56*,-2
O=C(CSc1nnnn1-c1ccccc1)N1CCCc2ccccc21,9,-14,-2.7,-7,11,.,2.3,-1.4,10,7
O=C(CSc1nnc(-c2ccncc2)n1Cc1ccco1)Nc1nc(-c2ccccc2)cs1,9,-11,0.7,-4,25,.,-1.1,i,-10,3
COc1ccc(/C(C)=N/NC(=O)c2ccc3nc[nH]c3c2)cc1,8,.,-4.6,-2,-4,-4.0,-0.5,2.6,-1,0
COc1ccc(C(CCNCc2ccc(OC(C)C)cc2)C(C)C)cc1 (stereo not drawn),2,9,-0.2,0,7,1.0,.,i,20,-1
COc1ccc(C2=NN(S(=O)(=O)c3ccccc3)C(c3ccccc3)C2)cc1 (stereo not drawn),-1,-1,-1.1,1,23,1.3,0.5,i,13,6
O=C(Nc1ccc(Cl)cc1)C1CC(=O)n2c(nc3ccccc32)N1 (stereo not drawn),.,-3,0.2,1,1,.,-0.8,i,12,3
CCOC(=O)c1c(C2COc3ccccc3O2)csc1NC(=O)c1ccco1 (stereo not drawn),-3,-4,-0.8,0,3,.,-0.1,-0.2,28,7
COc1cccc(/C=C2\SC(=O)N(CCC(=O)N3CCC(C(=O)O)CC3)C2=O)c1,7,0,.,.,-7,1.3,-0.8,-4.6,19,-2
CC(Sc1ccsc1[N+](=O)[O-])C(=O)N1CCN(c2ccccn2)CC1 (stereo not drawn),-9,-8,1.5,0,-5,0.5,0.5,-0.6,24,2
O=C(CCS(=O)(=O)Cc1ccccc1)N1CCN(c2ccccc2)CC1,4,3,?,3,-2,.,-0.5,-0.2,-31,4
COc1ccc(CCNS(=O)(=O)c2cccc3cccnc23)cc1OC,-4,-9&-5,-0.8,-2,6,0.7,0.1,-0.6,0,-4
CCOc1ccc(-n2cc(-c3ccccc3)c3c(SC(C)C(=O)OC)ncnc32)cc1 (stereo not drawn),16,-13,-1.2,-2,26,-0.2,0.2,i,0,2
Cc1ccc(C)c(C(=O)Nc2ccncc2)c1,0,-22,-1.7,-21,3,3.2,-0.6,-0.7,-8,3
COc1ccc(-c2ccc(C(=O)NCC3CC3)c3occc23)c(C)c1,19,.,0.5,2,40,3.3,.,-0.4,.,.
CC1Cc2ccccc2N1CC(=O)Nc1ccc2c(c1)OC(F)(F)O2 (stereo not drawn),6,22,0.1,4,8,.,9.9,.,-19,4
O=C(COc1ccccc1)N1CCN=C1SCc1ccccc1,13,-5,-0.3,-4,2,-1.1,0.7,i,13,-2

# 2 consecutive compounds out of the list so far:
SMILES,CCHFV vOTU inh,SSB-PriA inh,BoNT-A LC inh2,Anthrax LF prot,Yp Topo-I inh,TcdB inh,PfHsp40 rescue,BH1578 lux ind,DUSP3 inh,SARS 3CLpro inh
CC1Cc2ccccc2N1CC(=O)Nc1ccc2c(c1)OC(F)(F)O2 (stereo not drawn),6,22,0.1,4,8,.,9.9,.,-19,4
O=C(COc1ccccc1)N1CCN=C1SCc1ccccc1,13,-5,-0.3,-4,2,-1.1,0.7,i,13,-2

# (next part)
SMILES,CCHFV vOTU inh,SSB-PriA inh,BoNT-A LC inh2,Anthrax LF prot,Yp Topo-I inh,TcdB inh,PfHsp40 rescue,BH1578 lux ind,DUSP3 inh,SARS 3CLpro inh
COc1ccc(NC(=O)C2CCN(S(=O)(=O)c3ccc(Cl)c(C(F)(F)F)c3)CC2)cn1,-6,.,-0.5,-2,-1,0.5,.,0.2,.,.
O=C(COC(=O)C12CC3CC(CC(Br)(C3)C1)C2)N1CCOCC1,0,-10,0.4,-3,4,0.5,0.1,i,26,2
CCOc1cc(/C=C2\C(=O)NC(=O)N(CCc3ccc(F)cc3)C2=O)ccc1O,4,-4,-0.5,-5,4,-0.3,-0.4,i,-1,-1
COc1cc(/C=C2\C(=O)NC(=O)N(CCc3ccc(F)cc3)C2=O)ccc1O,-2,-9,0.2,-3,-5,0.0,0.4,-0.2,13,2
Cc1ccc(Cn2c(SCCN3CCCCC3)nc3c2c(=O)n(C)c(=O)n3C)cc1,1,0,-0.3,-2,18,.,-0.5,i,14,2
CCN(CC)Cc1csc(C(N)=O)c1,6,-8,-0.9,0,2,.,0.0,-0.3,6,2
CCOc1ccccc1NC(=O)CCc1ccc(C)o1,7,-13&-11,-0.5,-1,-3,.,-0.4,-0.5,8,4
CCCn1c(N2CCC(Cc3ccccc3)CC2)nc2c1c(=O)[nH]c(=O)n2C,3,5,-0.2,-4,52*,.,7.2,0.4,12,4
O=C(COC(=O)CCc1ccccc1)NC12CC3CC(CC(C3)C1)C2,-3,-23,-0.9,-1,35,2.3,-0.5,-0.3,5,5
Cc1ccc(C(=O)NCCc2nnc3ccc(SCC(=O)N4CCCC4)nn23)cc1,22,-3,3.3,-1,2,0.2,-1.6,-0.5,10,4
CCN(CC)S(=O)(=O)c1ccc(C(=O)/C=C/c2ccc(-c3ccc([N+](=O)[O-])cc3)o2)cc1,-1,-18,79*,48*,-6,1.3,-0.4,-0.8,4,0
CC(C)CNC(=O)C1CCN(S(=O)(=O)c2ccc3c(c2)OCCO3)CC1,-5,-6,0.2,-3,-1,1.6,0.0,-0.6,.,.
CCc1ccccc1NC(=O)CNC(=O)CCNC(=O)Nc1ccccc1,-4,2,-0.1,0,6,-0.4,-1.0,i,.,.
CC/C(=C\c1ccc(N(C)C)cc1)c1ccncc1,-3,49*,-1.5,-9,8,-3.2,1.7,.,.,.
O=C(N/N=C\C=C\c1ccco1)c1cncc(Br)c1,-17,.,-8.2,6,-6,-0.6,-1.2,i,14,4

# Whole records as entered above:
# O=C(COC(=O)C12CC3CC(CC(Br)(C3)C1)C2)N1CCOCC1 is listed with CCHFV vOTU inh = 0; SSB-PriA inh = -10; BoNT-A LC inh2 = 0.4; Anthrax LF prot = -3; Yp Topo-I inh = 4; TcdB inh = 0.5; PfHsp40 rescue = 0.1; BH1578 lux ind = i; DUSP3 inh = 26; SARS 3CLpro inh = 2
# CCN(CC)Cc1csc(C(N)=O)c1 is listed with CCHFV vOTU inh = 6; SSB-PriA inh = -8; BoNT-A LC inh2 = -0.9; Anthrax LF prot = 0; Yp Topo-I inh = 2; TcdB inh = .; PfHsp40 rescue = 0.0; BH1578 lux ind = -0.3; DUSP3 inh = 6; SARS 3CLpro inh = 2
# CCOc1ccccc1NC(=O)CCc1ccc(C)o1 is listed with CCHFV vOTU inh = 7; SSB-PriA inh = -13&-11; BoNT-A LC inh2 = -0.5; Anthrax LF prot = -1; Yp Topo-I inh = -3; TcdB inh = .; PfHsp40 rescue = -0.4; BH1578 lux ind = -0.5; DUSP3 inh = 8; SARS 3CLpro inh = 4

# Continued.
SMILES,CCHFV vOTU inh,SSB-PriA inh,BoNT-A LC inh2,Anthrax LF prot,Yp Topo-I inh,TcdB inh,PfHsp40 rescue,BH1578 lux ind,DUSP3 inh,SARS 3CLpro inh
O=C1NCCCCC1NS(=O)(=O)c1ccccc1 (stereo not drawn),-1,-2,-2.3,5,-3,2.1,-0.3,i,17,-1
N/C(=N\N=C\c1ccco1)SC1CC(=O)N(c2ccccc2)C1=O (stereo not drawn),14,.,0.6,-2,2,0.2,1.2,2.7,27,-1
COC(=O)c1sc(S(=O)(=O)NCc2ccccc2)c(C(=O)OC)c1C,7,-25,-0.1,-4,2,.,-0.1,-0.4,-7,5
CCCNC(=O)C1(C)CCN(C(=O)COc2ccc(Cl)cc2Cl)C1 (stereo not drawn),0,.,-0.3,-2,4,0.2,.,i,.,.
CCN(C(=O)COC(=O)COc1ccc2c(c1)CCC2)c1c(N)n(Cc2ccccc2)c(=O)[nH]c1=O,6,-9,-1.3,-2,22,3.2,-0.2,i,.,.
O=C(NCCCn1ccnc1)C1c2ccccc2Oc2ccccc21,11,-23,0.2,-14,6,.,-1.2,.,20,0
COc1ccc(CCNS(=O)(=O)c2ccc(-c3ccc(=O)[nH]n3)o2)cc1OC,10,1,-0.4,0,6,0.6,-0.4,-2.9,29,-2
COC(=O)C1=C(c2ccc(OC(F)(F)F)cc2)C[C@@H]2CC[C@H]1N2C(=O)N1CCOCC1,-1,4,-0.1,-4,20,1.7,-1.6,-11,.,.
Cc1cc(C)c2c(N)c(C(=O)NCC3CCCCC3)sc2n1,-1,-21,0.7,0,4,.,0.2,i,40,-5
CCOc1ccc(N2C(=O)CC(SCc3nc4ccccc4[nH]3)C2=O)cc1 (stereo not drawn),3,-3,-0.8,4,-8,1.1,-0.8,i,17,1
CCn1ccc(C(=O)Nc2cccc(Cl)c2)n1,-2,-6,-0.3,-2,8,2.2,0.3,-0.3,22,2
Cc1ccc(-c2cc(N)nc(-c3ccccc3)c2)cc1,11,-19,0.4,-1,23,-0.2,0.4,-0.3,22,7
CCOc1ccc2nc(NC(=O)C3CCN(c4cnccn4)CC3)sc2c1,0,16,-0.7,-7,1,.,-0.6,i,13,0
O=C(c1cc2cc(Cl)ccc2oc1=O)N1CCOCC1,5,2,0.0,-1,-2,.,-0.2,7.6,26,1
Cc1cc(=O)[nH]c(/N=C(\N)Nc2cccc3ccccc23)n1,-2,.,-0.7,0,1,.,-1.1,1.0,43,-2
c1cc2c(cc1C1OCC3C(c4ccc5c(c4)OCO5)OCC13)OCO2 (stereo not drawn),0,-4,0.4,-3,21,0.0,0.0,-0.3,.,.
